D1 ag = activates the human D1 dopamine receptor; HEK293 T-REx D1 cells, calcium flux, agonist mode; activation, % at 2 µM; 360,000 compounds, 1% hits; AID 504660; in the data active means activation above about 30%; further: 0% is about no effect
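Inducible HEK293 T-REx D1 cells, force-coupled to calcium signalling, were plated at 4000 cells/well with tetracycline and held overnight at 30 C. After no-wash calcium dye loading, compound-evoked calcium rise over 180 s flagged agonists.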
D2 agonist = agonists of human D2 dopamine receptor; P14416; HEK293 T-REx D2 cells, calcium flux agonist mode; activation, % at 2 µM; 340,000 compounds, 0.53% hits; AID 485358;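 active means activation over 3 SD above normal in the single-dose calcium agonist read, cut at about 30% in these data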; further: 0% is about no effect
Target sequence (P14416 whole entry, looked up): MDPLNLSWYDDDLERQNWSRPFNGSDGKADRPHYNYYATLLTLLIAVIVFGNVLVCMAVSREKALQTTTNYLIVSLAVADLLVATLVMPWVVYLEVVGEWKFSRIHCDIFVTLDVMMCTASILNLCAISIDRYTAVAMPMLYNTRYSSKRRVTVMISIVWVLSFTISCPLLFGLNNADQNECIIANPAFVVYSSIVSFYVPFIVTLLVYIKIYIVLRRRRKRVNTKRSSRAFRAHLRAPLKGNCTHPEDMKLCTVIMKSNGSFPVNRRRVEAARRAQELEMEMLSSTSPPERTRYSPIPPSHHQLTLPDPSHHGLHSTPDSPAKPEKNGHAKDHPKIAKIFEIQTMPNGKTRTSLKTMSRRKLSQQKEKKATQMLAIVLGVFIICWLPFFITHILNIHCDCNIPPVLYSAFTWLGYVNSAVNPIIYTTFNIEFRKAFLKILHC
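Tetracycline-induced HEK293 T-REx cells with force-coupled D2 receptor, plated overnight at 30 C, loaded with no-wash calcium dye. After a 10 s baseline, compound was pin-added and calcium flux read kinetically for 180 s; calcium rises flagged agonists.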
D2 potentiator = positively modulates the human D2 dopamine receptor allosterically | AID 485347 | potentiation, % at 10 µM | 340,000 compounds, 0.34% hits | HEK293 T-REx D2, calcium flux, EC20 dopamine potentiation;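 active means potentiation over 3 SD above the plate norm, cut at about 30% in these data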; further: 0% is about no effect
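Calcium flux readout, no-wash dye, 1 read/s. Inducible HEK293 Trex D2 line, overnight 30 C. Compound alone 180 s (agonist flags), then EC20 dopamine, another 180 s to score potentiation.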
RXFP1 agonist = activates the human relaxin receptor RXFP1 | HEK293T-RXFP1 cAMP TR-FRET, 30 min; response scale: percent of porcine relaxin response, buffer zero | Potency, µM (doses to about 57.5 µM), without a hit: at the top dose activation, hits mostly activators | 370,000 compounds, 0.3% hits | AID 2676; active means well fitted activation curve with a large enough effect; inconclusive means small, poorly fitted or top-dose-only effect; further: potency means the concentration at half of the fitted maximal effect; on the % scale 0 is the no-effect control and ±100 the full control effect; nearly all actives have a fitted effect of over 60% in size; many of its hits are not listed in these tables
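cAMP rise read by TR-FRET after 30 min, 37C compound exposure (up to 58 uM) in RXFP1-transfected HEK293 cells with Ro 20174 present. EC50 from Hill-equation fits, with 29 nM porcine relaxin as 100% and buffer as basal.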
RXFP1 antag = blocks the human relaxin receptor RXFP1; Q9HBX9; HEK293-RXFP1, relaxin-stimulated cAMP HTRF, 30 min; active compounds read low; activity change, negative = inhibition, % at 57.5 µM; 350,000 compounds, 0.59% hits;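 active means activity change of -60% or lower, but not beyond a set lower limit; inconclusive means change between -60% and -40%, or beyond the set limit; inactive means change above -40%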; further: on the % scale 0 is the no-effect control and ±100 the full control effect
TRHR PAM = allosteric enhancers of human TRH receptor | TRHR cells, fluo-8 calcium fluorescence, EC20 TRH enhancement | enhancement, % at 2 µM | 360,000 compounds, 0.66% hits; in the data active means enhancement above about 30%; further: 0% is about no effect
Target sequence (P34981 whole entry, looked up): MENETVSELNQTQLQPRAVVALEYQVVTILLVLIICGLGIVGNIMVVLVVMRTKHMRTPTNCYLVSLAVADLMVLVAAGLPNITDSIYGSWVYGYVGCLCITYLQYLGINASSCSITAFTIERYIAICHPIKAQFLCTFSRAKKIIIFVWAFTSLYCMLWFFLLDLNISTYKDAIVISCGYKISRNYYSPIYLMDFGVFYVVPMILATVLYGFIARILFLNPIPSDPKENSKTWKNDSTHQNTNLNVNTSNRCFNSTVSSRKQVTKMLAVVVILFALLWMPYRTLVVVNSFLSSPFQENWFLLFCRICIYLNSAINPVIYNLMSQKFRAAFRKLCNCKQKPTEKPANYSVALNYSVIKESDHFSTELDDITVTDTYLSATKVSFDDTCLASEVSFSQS
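Enhancer read-out: after compound pinning and an initial kinetic agonist-mode read, an EC20 of TRH (10 nM final) was injected and fluo-8 calcium signal (Ex 480/Em 530) followed at 1 s/cycle for 100 cycles in TRHR-expressing cells.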
D1 potentiator = human D1 dopamine receptor positive modulation; P21728; HEK293 TREx D1 cells, calcium flux, dopamine EC20 potentiation; potentiation, % at 10 µM; 360,000 compounds, 0.036% hits; AID 504651; in the data active means potentiation above about 30%; further: 0% is about no effect
D1 antag = antagonists of human D1 dopamine receptor; HEK293 TREx D1 cells, calcium flux, dopamine EC80; active compounds read low; activity change, negative = inhibition, % at 10 µM; 360,000 compounds, 3.2% hits; AID 504652; in the data active means activity change below about -30%; further: on the % scale 0 is the no-effect control and ±100 the full control effect
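Cells carrying a force-coupled, tetracycline-inducible human D1 receptor report calcium flux. Each well gets a 10 s baseline, compound with 180 s monitoring, then an EC80 dopamine stimulus with a second 180 s kinetic read.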
D2 antag = D2 dopamine receptor (human) antagonism; P14416; HEK293 TREx D2 cells, calcium flux, dopamine EC80; inhibition, % at 10 µM; 340,000 compounds, 2% hits; AID 485344; in the data active means inhibition above about 30%; further: 0% is about no effect
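In this primary screen, negative modulation is detected by tracking calcium flux after an EC80 dopamine challenge in inducible HEK293 T-REx D2 cells preexposed to test compound for 180 s.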
Active calls of the source: *; u = inconclusive; x = no result given. This is a subset; the hit share may differ from the screen's.

Values run as follows: D1 ag | D2 agonist | D2 potentiator | RXFP1 agonist | RXFP1 antag | TRHR PAM | D1 potentiator | D1 antag | D2 antag
1) O=C(CSc1nc(=O)n(CCCN2CCOCC2)c2c1CCCC2)Nc1ccc(F)cc1F
  2 | x | 7 | 3.6% | -6 | -3 | -4 | -14 | x
2) CCOC(=O)N1CCC(N2C(=O)c3ccccc3C2=O)CC1
  0 | 0.8 | 14 | 6.3% | -2 | -6 | 0 | -3 | -6
3) Cc1cccc(N(C(=O)CCC(=O)Nc2ccccn2)C(C(=O)NC(C)C)c2ccc(F)cc2)c1 (configuration not stated)
  1 | 1.0 | 1 | -1.0% | -11 | 19 | 4 | 8 | -6
4) COc1ccc(-c2cc3ccc(O)c(CN4CCN(CCO)CC4)c3oc2=O)cc1OC
  2 | 1.3 | 1 | u | 9 | -3 | -1 | 9 | x
5) O=C(O)COc1ccc2c3c(c(=O)oc2c1)CCC3
  2 | 0.2 | 2 | 2.7% | -10 | -1 | -1 | -10 | 39*
6) COc1ccc(CNS(=O)(=O)c2cc(OCC(N)=O)c(C)cc2Cl)cc1
  4 | 0.9 | 0 | 1.6% | -12 | 6 | 0 | -17 | -1
7) O=C(CN1C(=O)NC2(CCCCC2)C1=O)N1CCN(c2ncccn2)CC1
  1 | 0.0 | -2 | 2.7% | -8 | -2 | 1 | 9 | -10
8) CCOC(=O)C(NC(=O)CC)(Nc1cc(C)on1)C(F)(F)F (configuration not stated)
  2 | x | 0 | 0.9% | -11 | 6 | -3 | 9 | x
9) CCOc1ccc(C(=O)O/N=C(\N)c2ccc([N+](=O)[O-])cc2)cc1OCC
  2 | 0.3 | 2 | -1.7% | -15 | -3 | -4 | -1 | 14
10) Cc1ccccc1N1CC(C(=O)Nc2ccc(Br)cc2)CC1=O (configuration not stated)
  5 | -0.2 | -2 | 2.8% | x | -6 | -1 | 0 | x
11) Cc1nnc(NC(=O)CSc2nnc(-c3ccco3)n2C(C)C)s1
  -1 | -0.3 | 4 | 0.1% | 2 | -11 | -3 | -7 | 17
12) Cn1ccnc1SCC(=O)Nc1ccc(Oc2ccccc2)cc1
  4 | -1.2 | -18 | 1.3% | -13 | 0 | 1 | -3 | 8
13) CCOC(=O)c1c(-c2ccccc2)csc1NC(=O)c1cc(-c2ccc(Br)cc2)on1
  1 | 0.1 | 18 | -2.6% | -4 | 17 | 1 | -3 | x
14) Cc1ccc(CSCCNC(=O)CN(c2cccc([N+](=O)[O-])c2)S(C)(=O)=O)cc1
  0 | -0.6 | 9 | 1.6% | 6 | -2 | 3 | -22 | -5
15) O=C(Nc1cccc(Cl)c1)c1ccc(F)c(S(=O)(=O)N2CCC3(CC2)OCCO3)c1
  4 | 0.1 | 1 | 1.3% | u | 5 | 1 | -4 | x
16) CCc1cc2cc(C)ccc2nc1SCC(=O)Nc1cc(C)on1
  8 | 1.0 | -3 | u | -6 | 12 | -3 | -9 | -28
17) COc1cccc(CN2CCN(Cc3ccc(O)c(OC)c3)CC2CCO)c1 (configuration not stated)
  4 | 0.7 | -8 | 0.6% | -9 | 0 | -1 | 6 | 36*
18) O=C1CC2(CCN(S(=O)(=O)c3ccccc3)CC2)Oc2ccccc21
  0 | -0.4 | 7 | 0.5% | -3 | -4 | -12 | -1 | -1
19) O=c1c2ccccc2cnn1Cc1n[nH]c(=S)n1-c1ccc(F)c(Cl)c1
  1 | 2.0 | -1 | 16µM* | 5 | 0 | 1 | 22 | 10
20) O=C(c1ccc(Cl)c([N+](=O)[O-])c1)N1CCCc2ccccc21
  1 | -1.5 | -3 | -1.5% | 12 | 1 | -5 | -10 | 2
21) N#C/C(=C\c1cc(Cl)ccc1O)C(=O)NC1CCCCC1
  2 | 0.2 | 9 | 0.6% | -8 | -6 | -10 | -2 | -1
22) CCOCCCNC(=O)C(NC(=O)CNC(=O)c1ccccc1)c1ccc(C)cc1 (configuration not stated)
  2 | 1.0 | 2 | -0.6% | -1 | 6 | -1 | 0 | 13
23) COc1ccc(OC)c(C=Nc2ccccc2-c2nc3ccccc3[nH]2)c1
  -1 | -0.9 | -5 | 4.4% | -1 | -5 | 3 | -1 | 8
24) CCOc1ccc(CNC(=O)Cn2ccc3cc(S(=O)(=O)N4CCCC4)ccc32)cc1
  2 | x | x | -0.1% | 21 | -4 | -1 | -21 | x
25) CCCc1cc(=O)n2[nH]c(NCc3c(Cl)cccc3Cl)nc2n1
  0 | 0.7 | 19 | -0.6% | 13 | 4 | 4 | -5 | 11
26) COC(=O)Nc1nnc(CCc2ccccc2)s1
  -1 | 0.4 | 0 | -0.5% | -3 | -5 | -5 | 3 | -17
27) CC(C)(C)Nc1cccccc1=O
  2 | 5.9 | -10 | 1.0% | 1 | 3 | 0 | 21 | -2
28) COCCN(CC(=O)Nc1cccc(C)c1C)C(=O)c1ccc(-n2cccn2)cc1
  1 | 0.9 | 0 | 1.0% | -4 | 0 | -1 | -23 | -22
29) CCOc1ccccc1NC(=O)c1cc(S(=O)(=O)NC2CCCC2)ccc1F
  0 | 1.1 | 8 | 0.6% | -9 | 7 | -3 | -1 | x
30) O=C(Nc1ccc(F)cc1)c1ccc(NC(=O)C2CCCO2)cc1 (configuration not stated)
  1 | 0.6 | 1 | 0.7% | -1 | 4 | -1 | 1 | -6

A draw from above in order of formula weight, lowest first:
Values run as follows: D1 ag | D2 agonist | D2 potentiator | RXFP1 agonist | RXFP1 antag | TRHR PAM | D1 potentiator | D1 antag | D2 antag
20) O=C(c1ccc(Cl)c([N+](=O)[O-])c1)N1CCCc2ccccc21
  1 | -1.5 | -3 | -1.5% | 12 | 1 | -5 | -10 | 2
18) O=C1CC2(CCN(S(=O)(=O)c3ccccc3)CC2)Oc2ccccc21
  0 | -0.4 | 7 | 0.5% | -3 | -4 | -12 | -1 | -1
19) O=c1c2ccccc2cnn1Cc1n[nH]c(=S)n1-c1ccc(F)c(Cl)c1
  1 | 2.0 | -1 | 16µM* | 5 | 0 | 1 | 22 | 10

The listing continues.
Values run as follows: D1 ag | D2 agonist | D2 potentiator | RXFP1 agonist | RXFP1 antag | TRHR PAM | D1 potentiator | D1 antag | D2 antag
31) CCc1nc(SCC(=O)c2ccc(C)c(C)c2)n[nH]1
  2 | -1.2 | 8 | 1.1% | 3 | 1 | -3 | -17 | -3
32) CCOc1ncccc1C(=O)Nc1ccc(C)c(S(=O)(=O)N2CCCCCC2)c1
  6 | -0.2 | -13 | 2.1% | 2 | -14 | -3 | -5 | -6
33) O=C(CCNS(=O)(=O)c1cccc2nsnc12)NC1CCCc2ccccc21 (configuration not stated)
  1 | 0.2 | 14 | 3.4% | 9 | 8 | 2 | -4 | 4
34) CCOC(=O)N1CCC2(CC1)C(C#N)=C(N)Oc1c2c(C)nn1-c1cccc(Cl)c1
  2 | -0.9 | -8 | -1.1% | -25 | 3 | -2 | -2 | 17
35) CCc1ccc(CNC(=O)c2ccc3c(Cl)c4c(nc3c2)CCCC4)cc1
  4 | 2.0 | 16 | -1.8% | x | 2 | 3 | 9 | x
36) O=C(NCc1ccccc1)C(=O)Nc1nccs1
  1 | 1.3 | -11 | -0.6% | -8 | 34* | -1 | -28 | 15
37) O=C(CSc1ccccc1)NCc1ccc(F)cc1
  3 | -0.3 | 1 | 1.7% | 0 | -5 | 4 | 3 | -1
38) N#C/C(=C\Nc1ccc2cn[nH]c2c1)c1nc(-c2ccc(Cl)cc2)cs1
  1 | -0.4 | x | -0.8% | -19 | 7 | -3 | -1 | 4
39) CC(=O)Nc1sc(C)c(C)c1C(=O)OCC(=O)Nc1cc(S(=O)(=O)N2CCCCC2)ccc1Cl
  0 | 2.8 | 8 | 0.5% | x | 3 | -4 | -26 | -7
40) Cc1cccc(C)c1NC(=O)CN(C)CC(=O)Nc1ccc(F)c(Cl)c1
  11 | 0.6 | -7 | -1.5% | 8 | -3 | -2 | 12 | -5
41) C/C(N)=C(/C#N)C(=O)CSc1ncnc2ccccc12
  3 | x | x | 7.3% | 4 | -1 | -5 | -27 | x
42) O=C(CCC(=O)OCC(F)(F)C(F)F)Nc1ccc(F)cc1F
  3 | 0.2 | 2 | 0.9% | 17 | 5 | -4 | -60* | -7
43) O=c1[nH]nc(Cc2ccc(-c3ccccc3Cl)o2)c2ccccc12
  9 | -0.1 | 4 | 11% | 12 | -6 | -1 | 11 | 10
44) O=C(CC12CC3CC(CC(C3)C1)C2)NCc1ccc(F)cc1
  2 | 0.1 | 3 | -0.9% | -8 | 6 | -4 | -18 | 4
45) CCOC(=O)c1cnc(SCC(=O)OCC(=O)NC2CCS(=O)(=O)C2)nc1N (configuration not stated)
  1 | 0.6 | 2 | 0.4% | -28 | 19 | 3 | -14 | -13
46) COc1ccc2oc(-c3ccccc3)c(C(=O)N3CCOCC3)c2c1
  4 | 0.5 | -9 | -0.3% | -10 | -6 | -8 | -4 | 14
47) CN(C)c1ccc(C2CC(c3cccc(NS(C)(=O)=O)c3)=NN2C(=O)c2ccccc2)cc1 (configuration not stated)
  0 | 0.5 | -12 | -1.4% | -4 | 24 | -5 | 1 | 0
48) CCOc1ccc(-n2c(SCC(=O)Nc3ccc(OC)cc3)nc3c(c2=O)SCC3)cc1
  0 | 1.1 | 2 | 3.2% | 2 | 3 | -7 | -4 | -17
49) Fc1cc(Br)ccc1Nc1nc2ccccc2n2nnnc12
  5 | 0.0 | 4 | 5.0% | x | -1 | 4 | -3 | 5
50) CC(OC(=O)c1cccc(S(=O)(=O)N2CCCC2)c1)C(=O)NC1CCCCC1C (configuration not stated)
  0 | 0.3 | -5 | -1.1% | -4 | 8 | 2 | 3 | -8
51) CCCc1cc(=O)[nH]c(SCc2nc3ccc([N+](=O)[O-])cc3[nH]2)n1
  3 | x | x | 0.2% | -8 | -4 | 5 | 10 | x
52) COCCCNS(=O)(=O)c1ccc2[nH]c3c(c2c1)CCCCC3
  6 | 0.1 | 5 | -2.2% | -2 | 0 | -4 | -7 | -34
53) COc1ccc(Cl)cc1N(CC(=O)N1CCC(C)CC1)S(C)(=O)=O
  2 | -0.6 | 5 | 0.6% | 1 | -2 | -7 | 14 | 12
54) O=C(NCCc1ccccc1)c1c[nH]c2c(F)cccc2c1=O
  1 | -2.7 | -1 | 0.1% | 14 | -2 | -4 | -5 | -18
55) CC(=O)Nc1ccccc1NC(=O)C(F)(F)F
  1 | -0.5 | -5 | 2.2% | 5 | 0 | -5 | -10 | -6
56) CCC1Sc2ccccc2N(CC(=O)NCc2ccc(C)cc2)C1=O (configuration not stated)
  -3 | 0.4 | -15 | 3.7% | -3 | 5 | -1 | -2 | x
57) COc1ccc(N(C)S(=O)(=O)c2cccc(C(=O)NCC3CCCCC3)c2)cc1
  1 | -1.7 | -5 | 2.0% | 6 | -10 | -2 | -4 | -12
58) CC(C)(C)SCCNC(=O)Nc1ccccc1
  0 | -0.7 | -2 | 0.0% | -10 | 9 | 6 | -1 | -2
59) CCCCc1ccc(NC(=O)COc2cccc3c(=O)n(C)ccc23)cc1
  2 | 0.2 | -8 | 5.0% | x | 14 | -2 | x | x
